# NCI-60 one-dose screen, 48 h, at 10 µM unless noted. Numbers give growth in % (100 = growth as untreated, 0 = no growth, -100 = all killed).
# A498 = A498 renal cancer cells. 76,000 compounds, 5.4% hits
# UO-31 = UO-31 renal cancer | 81,000 compounds, 5.2% hits | AID 1794768
# SN12C = SN12C renal cancer cells | 81,000 compounds, 3.8% hits
# ACHN = ACHN renal cancer | 81,000 compounds, 4.9% hits
# 786-0 = 786-0 renal cancer cells. AID 1794775. 81,000 compounds, 5.1% hits
# CAKI-1 = CAKI-1 renal cancer. 75,000 compounds, 4.7% hits. AID 1794772
# TK-10 = TK-10 renal cancer cells | 81,000 compounds, 3.9% hits | AID 1794769
# RXF 393 = RXF 393 renal cancer cells. 77,000 compounds, 6.9% hits. AID 1794773
# Starred values were filed as active, the others as inactive; x = not tested or not shown; & = joins results of further samples; [ ] = remark or other dose. Rule for the calls: active = growth percent below 10; inactive = the rest.
SMILES,A498,UO-31,SN12C,ACHN,786-0,CAKI-1,TK-10,RXF 393
CCOC(=O)C1=C(N)N(c2ccccc2)C2=C(C(=O)CC(C)(C)C2)C1c1ccc(F)cc1 (configuration not stated),116,91,102,105,98,92,94,119
NC1C=C(O)N=C2SCN(C(c3ccccc3)c3nc4ncncc4[nH]3)CN21 (configuration not stated),91,95,103,106,103,96,102,x
C/C=C/C(C(=O)NC(N)=O)C(C)C (configuration not stated),117,91,102,109,97,96,96,118
Cc1nc2cc(O)c(O)cc2cc1Oc1ccc(NC(=O)c2ccc(Cl)c(C(F)(F)F)c2)cc1,123,94,98,75,119,52,107,60
COC[C@@H](C)n1c(C2CCOCC2)nc2c1C1C=C(OC)C(c3c(C)noc3C)=CC1N=C2 (some centres not stated),19,13,65,41,49,41,6.4*,56
Cc1ccc(C23CCC(=O)N2CCc2cncn23)cc1 (configuration not stated),97,97,99,105,108,107,92,87
OCC(O)C1OC(c2ccco2)OC(CO)C1O (configuration not stated),84,93,99,105,101,113,111,112
CCCCCCCCCCCCCCCCCC1=NCCN1CCNC(C)=O,78,83,104,91,92,88,103,99
COc1ccc2sc3nc4nc5n(c(=O)c4c(=N)n3c2c1)-c1ccccc1Sc1ccccc1-5,119,55,81,78,99,71,100,107
C1COC2(CCC3(CC2)OCCO3)O1,99,81,103,95,105,96,96,104
N#Cc1cccc(NC(=O)c2oc3ccccc3c2-c2cnn(-c3ccccc3)c2)c1,90[50 µM],59[50 µM],78[50 µM],81[50 µM],86[50 µM],63[50 µM],88[50 µM],76[50 µM]
O=S(=O)(O)CCSSCCS(=O)(=O)O,108&95,93&93,108&98,100&111,103&108,101&90,100&108,119&114
O=C(N=Nc1c(O)[nH]c2ccc(Cl)cc12)c1cc(-c2ccc(Cl)cc2)nc2ccccc12,139,72,72,70,83,77,107,81
O=C1NC(c2ccc(Cl)c(Cl)c2)=C/C1=C/c1ccccc1[N+](=O)[O-],119,67,97,94,97,88,183,118
CC/C=C\C[C@H](O)C/C=C1\CC=C(CCO)C1=O,100,88,80,100,113,103,99,107
O=C1CC(c2ccc3c(c2)OCCO3)c2cnn(Cc3ccco3)c2N1 (configuration not stated),75,96,93,98,101,88,101,86
O=c1c2cc(F)ccc2sc2c(Cl)nc3ccc(Cl)cc3c12,87,80,96,94,102,82,155,95
COc1cc2c(cc1OC)C1=NN(C(=O)Nc3ccc(F)cc3)C(c3ccccc3Cl)C1C2 (configuration not stated),83,82,100,98,98,66,x,107
N/C(=N\N=C\c1ccc([N+](=O)[O-])cc1)c1c(N)nc(=S)[nH]c1-c1ccc(Cl)cc1Cl,160,98,96,89,54,79,142,73
COc1ccc([C@H]2[C@H](C(=O)Nc3ccccn3)c3ccccc3C(=O)N2c2ccc(OC)cc2)cc1,17,73,85,75,72,62,104,76
CC/C(=C(/c1ccc(O)cc1)c1ccc(OCCN(C)C(=O)COCCOCCNC(=O)c2ccc3c(c2)CN([C@@H]2CCC(=O)NC2=O)C3=O)cc1)c1ccccc1,110,88,85,101,97,95,91,99
COc1cc(C2=N/C(=C\c3cc4ccc(OCc5ccccc5)cc4nc3OC)C(=O)N2)cc(OC)c1OC,73,94,94,59,90,90,93,80
CCCC(=O)Nc1ccc(N)cc1OC,92,72,94,14,113,49,96,87
CCN(CC)CCCN1C(=O)c2c(c(C)c3c(oc4ccc(O)cc43)c2C)C1=O,95,64,63,26,-73*,82,-27*,61
CCOP(=O)(OCC)c1nc(-c2ccccc2)oc1N(C)CCCOS(C)(=O)=O,121,79,109,105,103,96,114,110
COc1ccc(C(=O)/C=C/c2ccc(N3CCN(C)CC3)cc2)cc1OC,101,63,86,86,104,90,142,109
CCOC(=O)C(C#N)c1ccc2ccccc2c1 (configuration not stated),89,92,95,102,90,88,89,101
C[C@]12CCC(=O)C=C1CC[C@@H]1[C@@H]2[C@H](O)C[C@@]2(C)[C@H]1CC[C@]2(O)C(=O)CO,85&76,87&99,101&102,104&106,101&107,90&93,104&94,119&99
CCN1C(=S)N(c2ccccc2)C2NC(=S)N(/N=C/C=C/c3ccccc3OC)C21 (configuration not stated),1.2*,44,25,33,29,28,69,26
COc1ccc(-c2nc(C(Cl)Cl)nc3cc(-c4ccccc4)nn23)cc1,-33*,26,29,-55*,69,-15*,33,-82*
CCS(=O)(=O)N(C)c1ccc(C(=O)N2CCN(c3cccc(Cl)c3)CC2)cc1,72,73,84,105,103,81,91,x
O=C(NCc1ccccc1)C1=COCCS1,90,74,93,95,103,x,107,104
COc1ccc(-c2nc(SCC(=O)c3ccccc3OC)[nH]c(=O)c2C#N)cc1,104,76,102,101,88,91,109,103
Cc1ccc(/C=C/C2=NN(c3ccc(-c4ccc(Cl)cc4)nn3)C(c3ccc(C)s3)C2)s1 (configuration not stated),95,76,101,99,90,x,94,97
CNCc1ccc([N+](=O)[O-])cc1,89,91,98,96,98,93,96,94
COC(OC)C(C)c1ccccc1 (configuration not stated),99,93,106,108,97,x,89,99

# Whole records from above. Order of screens: A498, UO-31, SN12C, ACHN, 786-0, CAKI-1, TK-10, RXF 393
# OCC(O)C1OC(c2ccco2)OC(CO)C1O (configuration not stated) across the screens: 84, 93, 99, 105, 101, 113, 111, 112
# O=C1CC(c2ccc3c(c2)OCCO3)c2cnn(Cc3ccco3)c2N1 (configuration not stated) across the screens: 75, 96, 93, 98, 101, 88, 101, 86
# COc1ccc([C@H]2[C@H](C(=O)Nc3ccccn3)c3ccccc3C(=O)N2c2ccc(OC)cc2)cc1 across the screens: 17, 73, 85, 75, 72, 62, 104, 76
# C[C@]12CCC(=O)C=C1CC[C@@H]1[C@@H]2[C@H](O)C[C@@]2(C)[C@H]1CC[C@]2(O)C(=O)CO across the screens: 85&76, 87&99, 101&102, 104&106, 101&107, 90&93, 104&94, 119&99
# CCCCCCCCCCCCCCCCCC1=NCCN1CCNC(C)=O across the screens: 78, 83, 104, 91, 92, 88, 103, 99

# New compounds follow:
SMILES,A498,UO-31,SN12C,ACHN,786-0,CAKI-1,TK-10,RXF 393
C=C(Cl)CN(CC)CCO,104,95,99,94,101,95,98,97
COc1cc(/C=N/O)nc(-c2ccccn2)c1,x,3.1*,15,9.4*,17,18,35,21
CCN(Cc1cccc(S(=O)(=O)O)c1)c1ccc(C(=C2C=CC(=[N+](C)C)C=C2)c2ccc(N(C)C)cc2)c(S(=O)(=O)O)c1,104,76,100,108,106,x,99,121
COc1ccc(C(=O)Nc2ccc(-c3cc(=O)c4c(OC)c(OC)c(OC)cc4o3)cc2)cc1,106,101,88,84,70,97,102,87
CNC(=S)N(C1CCCCC1)C1CCCCC1,99,87,90,91,108,92,121,111
Cc1ccc(C(=O)CCCC(=O)c2ccc(C)cc2)cc1,107,x,99,95,x,112,106,122
CCCCC1COc2cccc3c2N1C=C/C3=C\C(=O)N(C)c1cccc2ccccc12 (configuration not stated),96,73,93,100,99,72,111,103
O=S(=O)(Cc1ccccc1)N1C=Cc2ccccc2C1c1c[nH]c2ccccc12 (configuration not stated),117,76,96,92,95,78,89,109
O=C(O)Cc1ccc(NC(=O)c2ccccc2Nc2ccnc(C(F)(F)F)c2)cc1,103,90,97,107,107,95,117,115
Cc1ccc2oc(=O)cc(-c3c(C#N)c(N)n4nc(N)c(C#N)c4c3C#N)c2c1,87,73,96,103,106,x,102,98
O=c1cc(N/N=C/c2ccc(F)cc2)c2cc(Cl)ccc2[nH]1,90,79,92,91,89,99,92,113
Cc1nc(Nc2nc3ccccc3o2)nc(-c2cccc([N+](=O)[O-])c2)c1C(=O)Nc1ccc(F)c(Cl)c1,-37*,11,7.0*,13,18,9.7*,8.6*,29
CC(C)c1ccc(/C=N/N=C(N)N)cc1,106,73,94,83,93,51,95,89
NCCCCOc1ccccc1,x,87,94,113,99,89,107,116
Clc1ccc2c(NCCCNc3nc(-n4ccnc4)nc4ccccc34)ccnc2c1,78,79,84,98,78,x,102,81
CCCNS(=O)(=O)c1cc(C(=O)Nc2cccc(NC(=O)c3cc(S(=O)(=O)NCCC)c(O)c(O)c3O)c2)c(O)c(O)c1O,98,100,103,106,94,x,94,118
OCC1(CO)CCCC2(COC3(CCCCC3)OC2)C1,100,49,101,86,101,81,101,112
Clc1ccc(N/N=c2/oc3ccccc3cc2-c2cc3ccccc3[nH]2)cc1,x,50,71,50,88,58,145,76
NS(=O)(=O)c1ccc(N2N=C(c3ccc(Cl)cc3Cl)CCC2=O)cc1,90,74,97,93,124,88,124,99
O=S1(=O)OC(c2cc(Cl)c(O)c(Br)c2)(c2cc(Cl)c(O)c(Br)c2)c2ccccc21,87,77,91,103,106,107,93,109
O=C1/C(=C/c2ccccc2)Oc2ccc(O)c(-c3ccccc3)c21,x,56,79,48,95,67,105,69
C=C(C)C(=O)Nc1ccc2nn(-c3ccccc3O)nc2c1,67,72,97,107,95,96,100,91
O=C(NN1C(=O)CCC1=O)c1ccc(NC(=O)c2ccccn2)cc1,102,86,97,101,95,86,101,108
NS(=O)(=O)Oc1cccc(-c2nc3sccn3c2-c2ccccc2)c1,7.6*,69,53,75,66,46,88,50
O=C(Cn1cc(COn2nnc3ccccc32)nn1)Nc1ccccn1,109,78,98,99,104,93,121,115
CC(C)c1ccc(/C=C/C=O)cc1,77,84,95,97,97,93,91,100
O=C1C(Cl)=C(Nc2ccc(S(=O)(=O)c3ccc(NC4=C(Cl)C(=O)c5ccccc5C4=O)cc3)cc2)C(=O)c2ccccc21,66,-62*,56,-7.8*,26,-21*,-59*,-96*
CCCn1ccc(-n2nnc(-c3nc4ccccc4[nH]3)c2N)n1,87,95,107,97,87,86,102,117
COc1ccc(C2C=C(c3ccc(Cl)cc3)N=C3SC=C(C)N32)c(Br)c1 (configuration not stated),90,41,46,53,47,50,65,-7.7*
CCOc1nc(OCC)c2[nH]c(C(=O)O)c(Br)c2n1,124,96,100,105,109,101,123,117
COc1cc2c(cc1OC)CN(CCCOc1cc(O)c3c(=O)cc(-c4ccccc4)oc3c1)CC2,122,93,x,108,89,90,111,101
Cc1cccc2c(N)c3ccccc3nc12,-46*,-54*,-9.6*,-19*,-9.5*,-22*,-5.3*,-48*
COc1ccc(CN2CCc3c(Oc4ccccc4)nc(N)nc3C2=O)c(OC)c1,84,62,87,87,81,79,98,91
O=C1CC[C@@H](C(=O)N[C@H]2CSSC[C@@H](C(=O)NCCc3ccccc3)NC(=O)[C@H](Cc3ccccc3)NC(=O)[C@@H]3CCCN3C(=O)[C@@H]3CCCN3C2=O)N1,91,99,x,104,99,97,87,103
CC(=O)c1cc2c(C)cc(=O)oc2cc1O,106,83,89,103,92,140,119,x
COc1ccc(-c2c(C(=O)NS(=O)(=O)C(C)C)n(Cc3cccc(OC(F)(F)F)c3)c3ccccc23)cc1,58,76,83,90,95,61,103,106

# Among those listed so far, these contain a COOH group:
SMILES,A498,UO-31,SN12C,ACHN,786-0,CAKI-1,TK-10,RXF 393
O=C(O)Cc1ccc(NC(=O)c2ccccc2Nc2ccnc(C(F)(F)F)c2)cc1,103,90,97,107,107,95,117,115
CCOc1nc(OCC)c2[nH]c(C(=O)O)c(Br)c2n1,124,96,100,105,109,101,123,117

# (listing goes on)
SMILES,A498,UO-31,SN12C,ACHN,786-0,CAKI-1,TK-10,RXF 393
C[C@H]1[C@H](C)CC[C@]2(COCCC#N)CC[C@]3(C)C(=CC[C@@H]4[C@@]5(C)Cc6c([nH]c7ccccc67)C(C)(C)[C@@H]5CC[C@]43C)[C@H]12,x,93,102,105,102,99,102,105
NC(=S)N1CCOCC1,89,79,104,99,103,98,106,x
COc1cccc(/C=C2\COc3ccc(O)cc3C2=O)c1,104,69,30,85,78,80,101,105
CCOc1cnc(NC(=O)CCl)nc1OCC,116,95,102,97,112,x,93,107
CC(/C=N/NC(N)=O)=N\NC(N)=O,97,87,97,98,102,96,104,119
CCN(CC)CCCNc1cc(OC)cc2ccc(OC)nc12,107,86,95,101,101,100,114,93
CCOC(=O)/C(O)=C(\C=N\C(=S)Nc1ccc(Cl)c(Cl)c1)C(=O)OCC,101,71,93,96,115,89,117,98
CC1=C/C(=N\N=C2/C=C(C)CC(C)(C)C2)CC(C)(C)C1,94,84,108,110,102,x,95,114
Cc1cc(=O)oc2cc(OCC(O)CNN3C(=O)c4cccc5c(N6CCN(C)CC6)ccc(c45)C3=O)ccc12 (configuration not stated),122,84,89,91,98,96,138,82
COC(=O)CCC1(C(N)=O)CCC(=O)c2ccccc21 (configuration not stated),96&103,99&97,101&85,104&93,108&104,100&96,125&114,99&107
Cc1cc2nc(CC(=O)c3cccc([N+](=O)[O-])c3)c(=O)[nH]c2cc1C,127,x,86,87,86,77,115,107
CCNC(=O)c1[nH]cc(-c2ccccc2)c1-c1cc(OC)c(OC)c(OC)c1,99,92,97,102,102,85,116,x
CCOC(=O)C1CCC(=O)C=C1C (configuration not stated),106,86,107,93,104,91,99,131
O=c1[nH]c2cc(Cl)ccc2n1C1CCN(c2ccc3nnc(Cl)n3n2)CC1,62,-31*,95,88,97,79,93,84
COc1ccc(C2C(c3nn[nH]n3)=C(N)Oc3c2ccc2ccccc32)cc1 (configuration not stated),26,45,65,69,79,34,44,76
Cc1cc(N2CCCC2)nc(N(CCCNc2ccnc3cc(Cl)ccc23)Cc2ccc3c(c2)OCO3)n1,14,-25*,29,-11*,-89*,x,-13*,-66*
Cc1ccc(S(=O)(=O)NN(Cc2ccccc2)Cc2ccccc2)cc1,86,93,88,98,105,98,127,106
COc1ccccc1/C=C/C(=O)c1ccc(OC)c(S(N)(=O)=O)c1,105,25,15,21,24,21,41,-0.9*

# Assay outcomes: PubChem, NCI
